High-throughput results from PubChem BioAssay.
Salmonella PhoP GFP: inhibitors of PhoP regulon expression, primary screen, Salmonella Typhimurium, GFP reporter (AID 1863); inhibition, % at 50 µM, or IC50 in µM where a hit was titrated; S. Typhimurium PhoP-regulated promoter GFP reporter, 4 h; higher % means a stronger effect; 0.16% of 300,000 active;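 active means inhibition over 29.93%, a cutoff 3 SD above the screen mean, later confirmed by dose response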;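 further: 0% = low Mg2+ inducing control and 100% = high Mg2+ repressing control; strong numbers were not always called active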
West Nile virus CPE: West Nile virus antiviral activity, cell-based, CPE readout (AID 1621). West Nile virus-infected cells, CPE inhibition; higher % means a stronger effect. 0.02% of 290,000 active. CPE inhibition, % at 10 µM, or IC50 in µM where a hit was titrated; in the data active means a potency from the dose series; further: strong numbers were not always called active
KOR beta-arrestin-1: kappa opioid receptor blockers – cell-based, luminescence, uHTS (AID 1778); KOR beta-arrestin recruitment, luminescence, antagonist mode; higher % means a stronger effect; one-dose inhibition, % at 10 µM; IC50 in µM for titrated hits; 0.091% of 290,000 active; in the data active means inhibition above about 50%; further: strong numbers were not always called active
NTR1 ag: NTR1-driven beta-arrestin-GFP spot formation – imaging, U2OS cells, high content, primary screen (AID 493036); P30989; activation, % at 20 µM; 0.17% of 330,000 active; agonist mode;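 active means activation at or above 40% of the spot to cytoplasm intensity ratio, with at least 20 cells analyzed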;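 further: 0% = DMSO without peptide and 100% = 100 nM NTR1 peptide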
Target sequence (P30989 whole entry, looked up): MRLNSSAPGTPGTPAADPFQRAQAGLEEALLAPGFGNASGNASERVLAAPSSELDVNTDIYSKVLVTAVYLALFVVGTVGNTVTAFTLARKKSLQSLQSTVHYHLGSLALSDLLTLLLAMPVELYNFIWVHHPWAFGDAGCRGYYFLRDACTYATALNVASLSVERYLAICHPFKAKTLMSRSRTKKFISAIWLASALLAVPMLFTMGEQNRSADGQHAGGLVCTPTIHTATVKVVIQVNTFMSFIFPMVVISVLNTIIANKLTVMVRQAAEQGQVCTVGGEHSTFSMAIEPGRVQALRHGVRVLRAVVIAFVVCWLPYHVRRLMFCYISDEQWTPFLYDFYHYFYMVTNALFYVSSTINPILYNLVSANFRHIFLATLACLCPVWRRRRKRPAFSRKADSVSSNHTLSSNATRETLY
GPR55 beta-arrestin: GPR55 agonists via beta-arrestin recruitment, primary screen, imaging, U2OS cells, beta-arrestin-GFP redistribution (AID 1961) | U2OS GPR55 beta-arrestin-GFP redistribution imaging; higher % means a stronger effect | activation, % at 10 µM, or EC50 in µM where a hit was titrated | 0.048% of 290,000 active;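 active means activation above 40% with more than 50 cells counted in the well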;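 further: U2OS osteosarcoma cells stably expressing GPR55 and beta-arrestin-GFP; plate controls were DMSO negative control for no effect and LPI positive control for full effect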
KOR beta-arrestin-2: kappa opioid receptor activators – cell-based, luminescence, uHTS, primary screen (AID 1777); KOR beta-arrestin recruitment, luminescence; higher % means a stronger effect; activation, % at 10 µM, or EC50 in µM where a hit was titrated; 0.02% of 280,000 active; in the data active means activation above about 50%, passing the limit was not always enough; further: a part of the inactive calls stands beside numbers as strong as those of hits
T cell HTS: modulates CD8 T cell binding to vesicles. calls only at 7 µM. 2C CD8+ T cell-vesicle binding, flow cytometry; hits give low values. 0.068% of 330,000 active;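 active means response, share of CD8 T cells binding vesicles, and their 90th percentile fluorescence all below set limits, cut at about 80% in these data, passing the limit was not always enough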
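incubation = binding step 1.5 h, 37 °C, antibody labelling 20 min, ice | test system = 2C mouse CD8+ T cells | read-out basis = percent CD8+ FL2 mean versus row control | controls = Peptide-free naked vesicles (low) and QL9 vesicles with 0.7% DMSO vehicle (high) | detection = flow cytometry of vesicle-bound cells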
GPR35 antagonists: inhibition of zaprinast-stimulated GPR35 beta-arrestin translocation – imaging, U2OS, beta-arrestin-GFP, zaprinast agonist, primary screen (AID 2058). U2OS GPR35 beta-arrestin-GFP translocation imaging, zaprinast antagonism; higher % means a stronger effect. inhibition, % at 10 µM, or IC50 in µM where a hit was titrated. 0.052% of 290,000 active;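 active means inhibition of at least 50% with at least 30 cells and total cytoplasm GFP at most 10,000,000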
GPR55 antagonists: GPR55 antagonists blocking LPI-driven arrestin recruitment, primary screen, imaging, U2OS, beta-arrestin-GFP, LPI agonist (AID 2013); U2OS GPR55 beta-arrestin-GFP translocation imaging, LPI antagonism; higher % means a stronger effect; inhibition, % at 10 µM; hits with a dose series show IC50 in µM; 0.13% of 290,000 active;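 active means spots per cell inhibited over 60%, with over 100 cells counted and total cytoplasm intensity under 500,000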;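 further: U2OS cells stably carrying GPR55 and arrestin-GFP stimulated by 5 µM LPI near EC80; imaged beta-arrestin-GFP aggregate spots per cell after agonist stimulation; plate controls were LPI-stimulated DMSO wells for no effect and DMSO wells without LPI for full effect; some results filed as inactive read as strong as hits; confirmed hits need IC50 under 10 µM and bright autofluorescent wells are also inconclusive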
T cell HTS vesicle-bound %: further read-out of T cell HTS, marked with its call; double positive events, %; measured here: CD8+ vesicle-bound cell fraction;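 binding gate set so that unloaded-vesicle control wells show 10% double positive cells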
NTR1 ag cell count 20 µM: also measured in NTR1 ag; calls as there; cell count; measured here: cell count, cytotoxicity flag
* = called active by the depositor; i = inactive; x = not tested or not shown; [ ] = remark or other dose. Rows are unselected; 0.62% or so of the library scored in one or more.

SMILES	Salmonella PhoP GFP	West Nile virus CPE	KOR beta-arrestin-1	NTR1 ag	NTR1 ag cell count 20 µM	GPR55 beta-arrestin	KOR beta-arrestin-2	T cell HTS	T cell HTS vesicle-bound %	GPR35 antagonists	GPR55 antagonists
O=C(CSc1n[nH]c(=O)n1C1CC1)NCc1ccccc1Cl	-5%	0.1%	-28%	2.1	50	-0.7%	2.0%	i	23	6%	-8%
CO/N=C/c1ccc(N2CCN(C(=O)c3cccc(Cl)c3)CC2)c([N+](=O)[O-])c1	22%	0.0%	-37%	6.0	78	0.5%	3.7%	i	25	3%	4%
O=C(COc1cccc2c1CCN(Cc1ccc(Br)cc1)C2=O)N1CCOCC1	0%	-1.5%	2%	1.7	68	0.2%	-3.5%	i	21	16%	-5%
COc1cccc(CN2CC(C(=O)N(C)CCCC3CCCC3)CCC2=O)c1 (stereo unspecified)	-5%	-0.6%	-7%	1.3	60	-0.2%	0.6%	i	18	-12%	34%
O=C(Nc1nccs1)c1cc(-c2ccccc2)nc2ccccc12	7%	-0.6%	-9%	1.4	77	-0.1%	3.7%	i	3	-23%	16%
CCCCC(=O)NC(c1ccc(OC)c(OC)c1)c1c(O)ccc2ccccc12 (stereo unspecified)	5%	-0.5%	24%	2.3	91	0.2%	-2.5%	i	40	-11%	13%
O=C1CC(N2CCN(Cc3ccccc3)CC2)C(=O)N1CCc1ccccc1 (stereo unspecified)	1%	-0.6%	-13%	1.4	51	-0.1%	1.8%	i	51	19%	-17%
COc1ccc(NC(=O)C2CCN(S(C)(=O)=O)CC2)cc1	-12%	0.1%	9%	1.3	55	0.3%	0.2%	x	x	14%	-12%
Cc1nn(Cc2ccccc2Cl)c(C)c1NC(=O)Cn1nc([N+](=O)[O-])c(Cl)c1C	-5%	-0.3%	11%	1.6	46	-0.1%	5.6%	i	10	6%	-3%
COc1ccc(CCNC(=O)C(C)c2ccc([N+](=O)[O-])cc2)cc1 (stereo unspecified)	-2%	-1.1%	0%	-2.5	67	-0.8%	-2.8%	i	61	4%	12%
CN(C)C(=O)CSc1nnc(-c2ccc(S(=O)(=O)N3CCCC3)cc2)n1C	9%	1.1%	-45%	0.2	59	-0.1%	1.5%	i	27	4%	14%
COc1ccc(-c2[nH]ncc2CN(C)C(C)c2cccs2)c(F)c1 (stereo unspecified)	7%	-0.8%	-28%	2.8	37	0.1%	-2.7%	i	64	16%	6%
CC(=O)Nc1ccc(NC(=O)C(C)OC(=O)C2(c3ccc(Cl)cc3)CCCC2)cc1 (stereo unspecified)	-2%	-1.1%	5%	2.5	38	-0.2%	-1.3%	i	46	4%	-2%
Cc1nnc(SCC(=O)Nc2ccc(C(N)=O)cc2)n1-c1ccccc1	0%	-0.1%	-6%	0.5	58	-0.1%	0.1%	i	18	0%	4%
O=C(Nc1ccc2c(c1)OCCO2)c1cnc2n(c1=O)CCS2	4%	-0.2%	14%	0.7	58	-0.1%	-2.8%	i	44	-2%	2%
N#C/C(=C/c1ccc([N+](=O)[O-])cc1)C(N)=O	2%	0.1%	-3%	-1.6	55	0.6%	-3.6%	i	55	-4%	16%
COc1cc(NC(=O)c2c(OC)cccc2OC)ccc1NC(=O)c1cc2ccccc2o1	-6%	0.7%	-8%[20 µM]	-0.1	67	-0.1%	-5.4%	i	59	6%	-21%
CCOC(=O)c1nc(Nc2ccc(C(=O)OC)cc2)c2ccccc2n1	-1%	x	-51%	4.2	33	0.3%	5.3%	i	16	3%	-13%
Cc1ccc2oc(C(=O)Nc3nnc(CC(C)C)s3)c(C)c2c1	-6%	0.0%	-6%	0.6	85	0.0%	0.9%	i	21	7%	12%
CS(=O)(=O)c1cccc(NC(=O)C2CC2)c1	4%	0.0%	-26%	-0.1	95	-0.1%	-0.6%	i	59	2%	0%
Clc1ccc(Cc2nc(-c3cccnc3)no2)cc1	15%	-0.2%	9%	0.7	66	0.3%	-0.3%	i	44	-8%	14%
CNC(=O)C(=O)NCCCN1CCOCC1	3%	0.2%	-34%	0.0	32	0.4%	4.4%	i	14	-7%	1%
CCN(CC)S(=O)(=O)c1cccc(NC(=O)c2ccc(SC)cc2OC)c1	-1%	0.3%	-3%	3.5	50	-0.5%	-1.4%	i	16	11%	11%
O=C(CC(=O)c1ccccc1)Nc1ccc2c(c1)OCCO2	6%	0.0%	-14%	-1.1	51	-0.3%	-1.4%	i	45	-12%	-10%
COc1cccc(OC)c1C(=O)N1CC(C)OC(C)C1 (stereo unspecified)	-5%	0.7%	3%	-0.3	48	-0.1%	4.8%	i	47	4%	-6%
COC(=O)c1ccc(NC(=O)C2CC2)o1	-3%	-0.2%	-15%	-0.8	56	0.3%	2.8%	i	34	14%	2%
O=[N+]([O-])c1ccccc1OCCNCc1ccccc1	16%	-0.3%	-20%[20 µM]	1.2	59	-0.1%	-1.8%	i	44	2%	1%
O=C(Nc1ccc2c(c1)CCC2)c1ccc(Br)o1	12%	-0.1%	6%	2.4	84	-0.2%	2.5%	i	21	-5%	0%
Cc1cccc(CS(=O)(=O)Cc2ccc(C(=O)NCc3cccnc3)o2)c1	-5%	-0.2%	-26%	-0.8	52	-0.1%	-2.2%	i	17	-6%	-14%
CCCCNS(=O)(=O)c1cccc(S(=O)(=O)N2CCCC2)c1	-5%	0.0%	29%	-1.5	26	-0.2%	3.2%	i	34	-4%	11%
O=C(C1=C(O)C(=O)N(Cc2ccco2)C1c1cccnc1)c1cc2ccccc2o1 (stereo unspecified)	11%	-0.1%	-8%	1.4	48	0.0%	3.5%	i	23	6%	-16%
CC(=O)N1CCc2cc(S(=O)(=O)CCC(=O)N3CCN(c4ccccc4)CC3)ccc21	-7%	-0.3%	-12%	-0.5	50	-0.2%	2.9%	i	9	0%	-3%
CCOc1ccc2nc(NC(=S)N(C)C)sc2c1	-1%	0.5%	57%	3.0	93	0.1%	-11%	i	36	20%	-5%
COc1ccc(NC(=S)N2CCN(C(c3ccccc3)c3ccccc3)CC2)cc1OC	20%	-0.9%	12%	1.5	59	0.1%	-3.1%	i	34	-11%	4%
CCc1nnc(SCC(=O)NC2CCCC2)nc1CC	3%	-0.2%	-1%	-0.2	54	0.4%	-7.0%	i	56	6%	7%
CCc1c(C)nc2ncnn2c1NCCc1ccccc1	-3%	0.1%	-3%	-0.6	104	0.0%	-0.2%	i	35	10%	2%
O=C(O)CSCC(=O)NCc1c(Cl)cccc1Oc1ccccc1	-11%	0.3%	-2%	1.2	53	-0.2%	5.1%	i	60	-3%	8%
Clc1ccc2oc(-c3ccccn3)nc2c1	21%	0.5%	-54%	4.2	56	-0.1%	-0.6%	i	44	-9%	-39%
COc1ccc(/C=N/NC(=O)C2C3CCCCC32C)cc1OC (stereo unspecified)	-6%	-0.4%	-35%[20 µM]	1.1	38	-0.1%	x	i	23	-4%	-2%
C[C@@H](C(=O)NCc1ccccc1)N1C(=O)C2CC=CCC2C1=O (stereo partly specified)	1%	-0.4%	-16%	-0.1	47	0.0%	-0.9%	i	9	4%	-3%
CC1CCCC(NC(=O)C2c3ccccc3C(=O)N2Cc2cccs2)C1C (stereo unspecified)	5%	-1.5%	1%	2.8	67	0.5%	-1.7%	i	24	-1%	3%
CCOc1ccc2nc3c(cc2c1)CN(CCCO)C(=NCCOC)S3	-3%	0.2%	15%	2.7	47	-0.2%	4.7%	i	16	-8%	-2%
Cc1ccc(NC(=S)N2CCC(N(C)CC3CCCO3)CC2)cc1C (stereo unspecified)	-3%	x	5%	2.2	60	0.0%	-1.5%	i	20	17%	6%
Cc1nn(C)c(C(=O)Nc2ccn(Cc3ccccc3F)n2)c1[N+](=O)[O-]	-6%	-1.2%	15%	0.6	77	0.4%	-3.1%	i	19	15%	-7%
CCOC(=O)c1cc(C)nc(Sc2ccc(C)cc2)c1C#N	-6%	-0.4%	-26%	2.8	55	-0.2%	9.2%	i	32	12%	-6%
O=C(Nc1cccc(C(F)(F)F)c1)C1CCCN(c2ncccn2)C1 (stereo unspecified)	-7%	0.6%	-19%	0.7	82	-0.2%	5.0%	i	32	7%	3%
Cc1ccc(-c2nc(COC(=O)c3c(C)noc3C)cs2)cc1	-13%	2.4%	-10%	-0.1	86	-0.2%	10%	i	9	17%	1%
COC(=O)CN1C(C)=Nc2ccc(Br)cc2C1c1ccccc1 (stereo unspecified)	14%	-0.3%	-23%	3.3	71	0.3%	-2.4%	i	24	18%	19%

2 successive entries from above, for reference:
SMILES	Salmonella PhoP GFP	West Nile virus CPE	KOR beta-arrestin-1	NTR1 ag	NTR1 ag cell count 20 µM	GPR55 beta-arrestin	KOR beta-arrestin-2	T cell HTS	T cell HTS vesicle-bound %	GPR35 antagonists	GPR55 antagonists
Cc1ccc(-c2nc(COC(=O)c3c(C)noc3C)cs2)cc1	-13%	2.4%	-10%	-0.1	86	-0.2%	10%	i	9	17%	1%
COC(=O)CN1C(C)=Nc2ccc(Br)cc2C1c1ccccc1 (stereo unspecified)	14%	-0.3%	-23%	3.3	71	0.3%	-2.4%	i	24	18%	19%

The results go on.
SMILES	Salmonella PhoP GFP	West Nile virus CPE	KOR beta-arrestin-1	NTR1 ag	NTR1 ag cell count 20 µM	GPR55 beta-arrestin	KOR beta-arrestin-2	T cell HTS	T cell HTS vesicle-bound %	GPR35 antagonists	GPR55 antagonists
COc1ccc(C(=O)CCN2CCCC(C)C2)cc1 (stereo unspecified)	14%	-1.0%	6%	-1.4	78	-0.3%	-3.7%	i	24	34%	-1%
COC(=O)c1ccc(S(=O)(=O)N2CCc3ccccc3C2)cc1	-1%	-0.1%	-55%[20 µM]	0.7	75	-0.2%	-1.6%	i	57	4%	-3%
COc1cccc(OC)c1C(=O)Nc1cccc(NC(=O)c2cccs2)c1	0%	-1.3%	9%	0.7	62	-0.2%	-1.3%	i	58	5%	-11%
CCOC(=O)c1c(NC(=O)c2ccc(S(=O)(=O)N(C)CC3CCCO3)cc2)sc2c1CCN(C)C2 (stereo unspecified)	-5%	-0.7%	-23%	2.5	55	-0.1%	4.1%	i	63	5%	15%
Cc1c(C(=O)NCCSCc2c(F)cccc2Cl)cnn1-c1ccc(F)cc1	-5%	-0.7%	38%	3.8	56	-0.1%	7.3%	i	44	14%	7%
COc1ccc(Cc2nnc(SCC(=O)Nc3ccccc3C#N)o2)cc1	0%	0.2%	10%	0.6	57	0.0%	0.6%	i	14	-4%	-12%
